GLP1R ag = activates the human GLP-1 receptor. P43220. HEK293 GLP-1R CRE-luciferase, luminescence, 4-6 h; cells express a hypersensitive GLP-1R form. Potency, µM (doses to about 45.6 µM), inactives show at the highest dose activation, most hits filed as activators. 380,000 compounds, 0.007% hits. AID 624172; note: potency is the fitted concentration of half-maximal effect; % of control where 0% means no effect
EPAC1 ag = EPAC1 (human) agonism; O95398; EPAC1 agonist qHTS, biochemical assay; response scale: 100% = response to 6.5 mM cAMP; Potency, µM (doses to about 154 µM), for the others: top-dose activation, actives largely listed as activators; 360,000 compounds, 0.073% hits; AID 720707; note: potency is the fitted concentration of half-maximal effect; nearly all actives have a fitted effect of over 60% in size
Target sequence (O95398 whole entry, looked up): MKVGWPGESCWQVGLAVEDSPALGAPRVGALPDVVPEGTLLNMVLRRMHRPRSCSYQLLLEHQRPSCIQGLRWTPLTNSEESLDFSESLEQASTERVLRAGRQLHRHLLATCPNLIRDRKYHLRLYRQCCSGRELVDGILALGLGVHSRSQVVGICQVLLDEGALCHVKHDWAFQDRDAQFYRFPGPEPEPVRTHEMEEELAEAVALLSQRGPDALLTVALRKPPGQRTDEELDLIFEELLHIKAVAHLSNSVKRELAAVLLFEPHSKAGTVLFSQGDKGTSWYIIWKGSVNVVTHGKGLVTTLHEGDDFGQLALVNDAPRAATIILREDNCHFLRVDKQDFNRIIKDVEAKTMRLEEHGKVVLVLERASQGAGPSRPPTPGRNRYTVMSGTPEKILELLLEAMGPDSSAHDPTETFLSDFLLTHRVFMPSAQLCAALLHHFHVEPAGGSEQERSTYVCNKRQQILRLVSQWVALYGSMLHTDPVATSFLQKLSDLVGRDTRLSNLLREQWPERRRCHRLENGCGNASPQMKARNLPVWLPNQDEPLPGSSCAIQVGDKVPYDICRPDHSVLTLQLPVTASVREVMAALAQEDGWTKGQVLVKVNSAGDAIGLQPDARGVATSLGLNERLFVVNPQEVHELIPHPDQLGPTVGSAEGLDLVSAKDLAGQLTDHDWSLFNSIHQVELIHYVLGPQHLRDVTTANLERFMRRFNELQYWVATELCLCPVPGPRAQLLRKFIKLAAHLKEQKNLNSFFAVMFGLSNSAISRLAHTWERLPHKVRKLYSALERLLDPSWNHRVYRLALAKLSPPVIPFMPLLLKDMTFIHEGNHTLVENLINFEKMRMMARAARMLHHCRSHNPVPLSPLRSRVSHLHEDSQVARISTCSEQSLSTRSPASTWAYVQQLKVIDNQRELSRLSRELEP
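Nucleotide exchange by EPAC1 (100 nM) on Rap1B–BODIPY-GDP (250 nM) in the presence of 50 uM GDP is tracked fluorescently at 480/540 nm over 30 min. Signals are normalized to a 6.5 mM cAMP control.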
PTHR1 agonist = agonists of human PTHR1 parathyroid hormone receptor; Q03431; HEK293 GP2 PTHR1 cells, GloSensor cAMP luminescence, 1 h; Potency, µM (titrated, usually from 115 µM), inactives show at the top dose activation, most hits filed as activators; 410,000 compounds, 0.075% hits; note: potency is the fitted concentration of half-maximal effect; nearly all actives have a fitted effect of over 55% in size; some results filed as inactive show a strong effect at the top dose; inactives centre near -15; many of its hits are not listed in these tables
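HEK-293-derived GP2 cells expressing PTHR1 and a GloSensor cAMP reporter, 3,000/well, plated overnight, given luciferin plus IBMX (each 0.5 mM as added) for 1 h at 37 °C, then compound for 1 h at 37 °C. Luminescence was read after 15 min at room temperature.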
HEK293 tox = cytotoxicity in counter-screen for GLP-1R inverse agonists; HEK293 cAMP-luciferase reporter cells, luminescence, 24 h; Potency, µM (series often up to 38.3 µM), without a hit: at the highest dose activity change, negative = inhibition, actives largely listed as inhibitors; 410,000 compounds, 0.13% hits; AID 624418;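 note: loss of luciferase light is scored as toxicity; potency is the fitted concentration of half-maximal effect; % is set by controls: 0 for no effect and ±100 for the full control effect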
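1536-well qHTS counterscreen of the MLSMR; 200 cells/uL, 12 h pre-incubation, 23 nL cpd, 24 h at 37 deg C 5% CO2, luciferase detection reagent, 12 min RT, luminescence. Inhibition = undesired.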
PLK1 PBD inh = PLK1 (human) polo-box domain binding inhibition. 360,000 compounds, 2.8% hits. P53350. Plk1 PBD binding of FITC phosphopeptide, fluorescence polarization. Potency, µM, without a hit: max response, negative = inhibition, hits mostly inhibitors; note: potency is the fitted concentration of half-maximal effect; series mostly up to about 57 µM; % is set by controls: 0 for no effect and ±100 for the full control effect; nearly all actives have a fitted effect of over 65% in size
EPAC1 antag = antagonists of human EPAC1; Potency, µM (doses to about 115 µM), for inactives: at the top dose activity change, negative = inhibition, hits mostly inhibitors; O95398; 360,000 compounds, 0.14% hits; EPAC1 GEF assay, Rap1b-BODIPY-GDP exchange fluorescence; AID 720709;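 note: potency is the fitted concentration of half-maximal effect; plate controls were vehicle for no effect and positive control for full effect; nearly all actives have a fitted effect of over 50% in size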
PI5P4Ka inh = inhibitors of human PI5P4K alpha; P48426; AID 652105; PI5P4Kalpha enzyme, ADP-Glo luminescence, 60 min; active compounds read low; max response, %; 330,000 compounds, 1.2% hits; active = max response of -50% or lower; inconclusive = between -30% and -50%; inactive = -30% or higher; note: value at the top dose of about 77 µM; % is set by controls: 0 for no effect and ±100 for the full control effect
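Compounds were pin-transferred onto PI5P4Kalpha and substrate in HEPES pH 7.4 buffer with EGTA, CHAPS and 5% DMSO. ATP (5 microM final) started the reaction, which ran 60 minutes at room temperature before ADP-Glo detection.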
GLP1R inv ag = GLP-1 receptor (human) inverse agonism; HEK293 GLP-1R CRE-luciferase, luminescence, 24 h; GLP-1R form is constitutively active; Potency, µM (top dose mostly 38.3 µM), for inactives: at the top dose activity change, negative = inhibition, actives largely listed as inhibitors; 410,000 compounds, 1.6% hits; AID 624417; note: potency is the fitted concentration of half-maximal effect; % is set by controls: 0 for no effect and ±100 for the full control effect; nearly all actives have a fitted effect of over 55% in size
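Seeding at 200 cells/uL, 12 h culture, 24 hr compound treatment, then luciferase reagent and a luminescence read; cells are HEK293 stably expressing a constitutively active GLP-1R plus cAMP-responsive luciferase.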
IL2 activator = activates IL-2 in a cell-based reporter assay; IL-2 activation reporter assay, cell-based qHTS; stimulated with anti-CD3/CD4/CD28 beads; in transgenic mouse T cells; activation, % (series mostly up to about 46 µM); 360,000 compounds, 0.065% hits; AID 652025; in the data active = activation above about 50%; inconclusive = mostly about 30% to 49%; note: 0% is about no effect
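First, unstimulated transgenic mouse T cells were exposed to compound for 60 min. Next, anti-CD3/anti-CD4-coated beads with anti-CD28 were added. Finally, after 18 h at 37 degrees C, EGFP and DsRed were imaged.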
Starred values were filed as active, the others as inactive; i = inactive; ? = inconclusive; / = no result given; [ ] = another dose, or the depositor's remark. Unless noted, calls come from the whole dose curve; as a rule, active = well fitted curve in the direction sought with a large enough effect; inconclusive = small, poorly fitted or top-dose-only effect, or another doubt; inactive = no such curve, though single readings can be large; an effect the other way counts as inactive or inconclusive. These rows are one share of the data, so the mix of outcomes need not match the whole.

molecule | GLP1R ag | EPAC1 ag | PTHR1 agonist | HEK293 tox | PLK1 PBD inh | EPAC1 antag | PI5P4Ka inh | GLP1R inv ag | IL2 activator
CN(C)CC(CCCCC(CN(C)C)C(=O)c1ccccc1)C(=O)c1ccccc1 (stereo not given) | -0.1% | 10.7% | -14.0% | ? | -4.0% | 0.5% | 2.8 | ? | -4.0
CN(C)CCN(C(=O)C1=COCCO1)c1nc2ccc(Cl)cc2s1 | 8.4% | -4.5% | 23.8% | 9.8% | -7.8% | -10.7% | 4.0 | ? | -1.5
CCCCCNC(=O)CC1Nc2c3ccccc3nc(=S)n2C1=O (stereo not given) | -11.3% | -0.9% | -7.1% | 9.4% | -12.1% | 4.3% | 3.8 | 4.4% | -1.8
O=C(NCC(c1ccco1)N1CCc2ccccc21)C(=O)Nc1ccc(F)cc1F (stereo not given) | -4.7% | 3.2% | -19.4% | -0.5% | 1.7% | 5.4% | -3.7 | 3.98µM* | -3.3
C[C@@H]1CN([C@H](C)CO)S(=O)(=O)c2ccc(Br)cc2O[C@H]1CN(C)C(=O)Nc1ccc(F)cc1 | 8.2% | 0.2% | 10.8% | -2.7% | -10.0% | -0.1% | 5.5 | -20.6% | -3.0
CC(=O)N1c2c(cc(Br)cc2S(=O)(=O)N2CCN(C(=O)c3ccco3)CC2)CC1C (stereo not given) | 5.5% | -1.8% | i | -12.4% | 4.74µM* | 3.2% | ? | -6.3% | 1.0
O=C(C1CCN(S(=O)(=O)c2ccc3c(c2)OCCO3)CC1)N1CCc2ccccc21 | -0.2% | 6.2% | -20.5%[57.5 µM] | -8.8% | -3.9% | 0.5% | / | -2.3% | -2.8
CC(C)(C)OC(=O)N(CC1CCNCC1)C(=O)c1[nH]c(C(F)(F)F)nc1-c1ccccc1 | -3.5% | 6.6% | -23.9% | 1.3% | -8.1% | 1.4% | 3.4 | 16.2% | 0.2
O=C(NNC(=S)Nc1ccccc1)NNC(=S)Nc1ccccc1 | 5.9% | 4.9% | i | -5.0% | -11.9% | -2.1% | 1.0 | 4.3% | -0.7
COc1ccc(C(=O)NCC(=O)Nc2ccccc2)cc1OC | 9.0% | 1.7% | i | -2.1% | -8.5% | 0.1% | -0.2 | 12.1% | 0.0
CCn1c(N2CCN(C(=O)Nc3ccc(F)cc3)CC2)nc2ccccc21 | 21.0% | 2.0% | -10.8%[57.5 µM] | -25.8% | 1.0% | ? | 7.7 | -30.5% | 0.1
CCN(CC)S(=O)(=O)c1ccc(C(=O)NNC(=O)C2COc3ccccc3O2)cc1 (stereo not given) | 0.0% | 2.3% | -21.3% | -3.5% | 3.5% | 2.3% | -9.0 | 1.2% | 1.4
CCCOc1ccc(Cn2cnc3ccccc32)cc1 | 20.8% | 8.0% | -20.8%[57.5 µM] | -5.0% | -0.4% | -9.8% | 5.3 | 0.0% | -2.7
Nc1nc2ncccn2c1-c1ccc(F)c(F)c1 | / | 6.6% | i | 96.8%[activator] | -5.4% | -15.9% | -1.7 | 18.0% | 0.0
CC(=O)c1ccc(C(=O)NC2CCCN(Cc3ccccc3F)C2)s1 (stereo not given) | -2.8% | -14.8% | -18.3% | -19.9% | 5.0% | 7.2% | 0.3 | -17.9% | -0.4
CCOc1ccc(C(=O)NCC(=O)NCC(c2ccco2)N2CCCCC2)cc1 (stereo not given) | -0.7% | 2.0% | i | -17.8% | 4.4% | -1.6% | 2.6 | -8.3% | -6.7
O=C(Nc1ccc2oc(-c3ccccc3)nc2c1)c1ccco1 | 1.1% | -11.5% | -16.6% | -12.2% | -2.3% | -0.5% | -8.4 | 14.3% | -2.2
O=C(NCCc1cccc(C(F)(F)F)c1)C1CCC(=O)N(CCc2cccc(F)c2)C1 (stereo not given) | 14.9% | -8.7% | -12.6% | -8.5% | -6.5% | -0.4% | 15.8 | ? | -2.5
CC1(C(=O)O)CCN1C(=O)COc1ccc(Cl)cc1 (stereo not given) | -7.4% | 3.6% | -23.3% | 1.6% | -2.6% | -23.6% | -0.6 | 22.9% | -0.4
COc1ccc(CSCC(=O)N/N=C/c2ccc(OCC(=O)N3CCCCC3)cc2)cc1 | 13.7% | 2.0% | -11.7% | -10.4% | 2.2% | 10.1% | / | 9.0% | -0.2
CCn1c(SCc2nc3ccccc3c(=O)[nH]2)nnc1C(C)NC(=O)c1ccccc1F (stereo not given) | 3.8% | 6.9% | 11.1% | 4.5% | -3.9% | -4.5% | -1.7 | 7.0% | -1.5
CC(=O)Nc1ccc(NC(=O)C(C)OC(=O)c2ccc3[nH]c(C)c(C)c3c2)cc1 (stereo not given) | 11.2% | -7.8% | -55.4%[inhibitor] | 6.6% | 0.5% | -5.7% | -1.3 | 54.5%[activator] | -0.5
O=C(N(c1ccccc1)c1ccccc1)N(c1ccccc1)c1ccccc1 | 4.6% | 9.6% | -39.2%[inhibitor] | -0.8% | 4.6% | -9.7% | -4.1 | ? | -0.7
COc1ccccc1N1CCN(C(=O)c2cc3n(n2)C(C(F)(F)F)CC(c2ccco2)N3)CC1 (stereo not given) | 14.3% | -11.4% | -11.1%[57.5 µM] | 37.8% | -7.6% | -9.4% | 2.7 | ? | 0.0
Cc1cccc(COC[C@H](Cc2ccccc2)N2CCN(C(=O)c3cc(Cl)cc(Cl)c3)CCC2=O)c1 | -2.4% | -10.6% | -33.1%[inhibitor] | ? | -11.2% | -20.8% | 14.5 | 11.2µM* | -1.1
CC(C)[C@H](NC(=O)c1ccco1)C(=O)OCC(=O)c1ccc(Br)s1 | -8.5% | 3.5% | -22.3% | 7.6% | -13.3% | -6.9% | -1.6 | -12.4% | -0.1
O=[N+]([O-])c1ccccc1Oc1ccc(Cl)c2cccnc12 | 14.7% | 3.1% | -7.2% | 13.8% | -3.0% | 5.4% | -5.0 | 10.3% | 1.3
COc1cc(-c2cnc3c(NC=O)cc(-c4ccc(C)cc4)cn23)cc(OC)c1OC | 27.1% | 3.1% | -22.6% | -9.4% | -6.9% | -12.1% | ? | -47.9% | -0.7
O=C(CSc1nnc(-c2ccncc2)n1CC1CCCO1)Nc1ccccc1Cl (stereo not given) | 0.2% | 8.9% | i | 9.1% | -1.5% | -0.9% | -10.1 | 15.5% | -4.6
O=C(O)CCn1nc(-c2ccc(F)cc2)cc(Cc2ccccc2)c1=O | -0.4% | -4.2% | i | -3.3% | 3.3% | 5.0% | -5.8 | 32.6%[activator] | -1.8
C=CCOc1cccc(C(=O)N2CCCC(CCC(=O)NCc3ccccc3F)C2)c1 (stereo not given) | 4.3% | 0.4% | i | -8.1% | -3.3% | 0.4% | 0.0 | -10.3% | 0.7
CN(Cc1cccnc1)C(=O)c1ccc2nc(Cc3ccccc3F)oc2c1 | 15.2% | 5.0% | -12.9% | -16.3% | 1.5% | 16.4% | -0.8 | 11.4% | -4.9
Cc1cc(C)cc(OCC(=O)NCc2cc(C)nc3ccccc23)c1 | 5.2% | 0.7% | i | -10.5% | -10.8% | -9.4% | 0.6 | ? | 0.2
COc1ccc(CNC(=O)C2(c3ccc(Cl)cc3)CC2)cc1 | 31.8% | -11.6% | -18.9% | 4.9% | -19.3% | -9.0% | 4.1 | 10µM* | -1.7
O=[N+]([O-])c1ccc(-c2cn(-c3ccccc3F)c(=S)[nH]2)cc1 | 3.0% | 4.4% | i | 9.4% | -7.3% | -11.1% | 0.4 | 22.6% | 1.1
CCCC(NC(=O)C(C)Sc1nnnn1C1CC1)c1ccccc1 (stereo not given) | -0.7% | -7.9% | -3.1% | 0.2% | -3.3% | -13.0% | -5.3 | -29.7% | -0.5
COC(=O)/C(=C/c1cn(C(C)=O)c2ccccc12)[N+](=O)[O-] | -0.2% | 0.8% | -5.1% | 0.0% | ? | 8.4% | -0.8 | -21.4% | 0.1
O=C(NC(=S)NC(=O)c1ccccc1F)c1ccccc1F | 5.1% | -4.0% | i | -3.4% | ? | -3.6% | -4.6 | 44.0%[activator] | -3.1
CC(c1nnc(SCC(=O)Nc2cc([N+](=O)[O-])ccc2F)n1Cc1ccccc1)N(C)C (stereo not given) | 19.7% | -4.1% | -8.8% | -6.4% | -0.6% | -5.4% | 3.0 | -10.9% | 0.0
COc1ccc(C(C)C)cc1S(=O)(=O)Nc1ncn[nH]1 | 11.0% | 11.2% | -7.7% | 5.9% | -11.7% | 5.3% | 4.2 | 0.0% | 0.1

Of the compounds above, 6 have an aryl methoxy group.
molecule | GLP1R ag | EPAC1 ag | PTHR1 agonist | HEK293 tox | PLK1 PBD inh | EPAC1 antag | PI5P4Ka inh | GLP1R inv ag | IL2 activator
COc1ccc(C(=O)NCC(=O)Nc2ccccc2)cc1OC | 9.0% | 1.7% | i | -2.1% | -8.5% | 0.1% | -0.2 | 12.1% | 0.0
COc1ccc(CSCC(=O)N/N=C/c2ccc(OCC(=O)N3CCCCC3)cc2)cc1 | 13.7% | 2.0% | -11.7% | -10.4% | 2.2% | 10.1% | / | 9.0% | -0.2
COc1ccccc1N1CCN(C(=O)c2cc3n(n2)C(C(F)(F)F)CC(c2ccco2)N3)CC1 (stereo not given) | 14.3% | -11.4% | -11.1%[57.5 µM] | 37.8% | -7.6% | -9.4% | 2.7 | ? | 0.0
COc1cc(-c2cnc3c(NC=O)cc(-c4ccc(C)cc4)cn23)cc(OC)c1OC | 27.1% | 3.1% | -22.6% | -9.4% | -6.9% | -12.1% | ? | -47.9% | -0.7
COc1ccc(CNC(=O)C2(c3ccc(Cl)cc3)CC2)cc1 | 31.8% | -11.6% | -18.9% | 4.9% | -19.3% | -9.0% | 4.1 | 10µM* | -1.7
COc1ccc(C(C)C)cc1S(=O)(=O)Nc1ncn[nH]1 | 11.0% | 11.2% | -7.7% | 5.9% | -11.7% | 5.3% | 4.2 | 0.0% | 0.1

Source: PubChem
